Assay outcomes: PubChem BioAssay, National Center for Advancing Translational Sciences (NCATS)
hERG WT inh – KCNH2 (human, wildtype) channel inhibition; U2OS, BacMam KCNH2, thallium flux FluxOr; active compounds read low; 340,000 tested, 0.37% active; AID 720551; activity change, % at 1.84 µM; Q12809;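 active = maximum activity change below -70%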
Target sequence (Q12809 whole entry, looked up): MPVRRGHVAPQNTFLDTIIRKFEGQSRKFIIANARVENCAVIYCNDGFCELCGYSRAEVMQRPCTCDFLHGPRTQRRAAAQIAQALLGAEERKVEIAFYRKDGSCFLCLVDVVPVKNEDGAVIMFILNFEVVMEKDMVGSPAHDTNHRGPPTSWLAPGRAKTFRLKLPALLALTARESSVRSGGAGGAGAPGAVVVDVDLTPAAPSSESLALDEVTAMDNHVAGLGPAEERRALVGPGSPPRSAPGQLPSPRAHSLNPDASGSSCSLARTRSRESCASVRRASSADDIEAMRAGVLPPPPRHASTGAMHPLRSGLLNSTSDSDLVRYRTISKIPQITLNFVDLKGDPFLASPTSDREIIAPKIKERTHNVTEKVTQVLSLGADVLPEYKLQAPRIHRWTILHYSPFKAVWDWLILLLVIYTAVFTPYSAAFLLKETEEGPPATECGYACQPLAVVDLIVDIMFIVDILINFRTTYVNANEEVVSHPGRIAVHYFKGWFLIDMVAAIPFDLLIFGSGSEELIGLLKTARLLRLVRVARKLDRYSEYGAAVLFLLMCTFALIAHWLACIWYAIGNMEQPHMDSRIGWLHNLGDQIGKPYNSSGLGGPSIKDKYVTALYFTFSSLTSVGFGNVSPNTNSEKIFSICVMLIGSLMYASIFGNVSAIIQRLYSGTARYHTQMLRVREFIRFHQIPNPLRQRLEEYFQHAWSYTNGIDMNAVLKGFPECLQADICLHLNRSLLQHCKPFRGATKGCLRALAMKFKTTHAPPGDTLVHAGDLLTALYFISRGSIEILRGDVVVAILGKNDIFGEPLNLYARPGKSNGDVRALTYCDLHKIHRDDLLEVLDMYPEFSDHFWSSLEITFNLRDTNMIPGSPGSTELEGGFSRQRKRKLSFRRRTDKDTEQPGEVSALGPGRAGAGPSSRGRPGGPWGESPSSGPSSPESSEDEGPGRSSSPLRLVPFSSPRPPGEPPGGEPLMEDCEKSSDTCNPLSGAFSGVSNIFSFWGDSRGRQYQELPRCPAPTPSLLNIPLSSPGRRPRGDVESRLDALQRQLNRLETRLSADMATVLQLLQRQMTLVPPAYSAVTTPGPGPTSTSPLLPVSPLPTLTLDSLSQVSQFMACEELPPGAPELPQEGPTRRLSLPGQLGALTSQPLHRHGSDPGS
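U2OS cells were transduced with wild-type KCNH2 virus (2.03 x 10^8 / mL) for 4 h at room temperature, then cultured overnight at 37 C. Thallium flux was read with FluxOr dye. Rate constants were normalized to DMSO controls.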
a7 integrin act – activates integrin-mediated alleviation for muscular dystrophy | alpha7betagal myoblasts, beta-gal FDG fluorescence, 48 h | Potency, µM (doses to about 38.3 µM), for the others: top-dose activation, actives largely listed as activators | 350,000 tested, 0.064% active; active = well fitted activation curve with a large enough effect;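 note: potency is the fitted concentration of half-maximal effect; 100% = response of the positive control SU9516; nearly all actives have a fitted effect of over 60% in size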
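alpha7betagal+/- myoblasts (passage 13, 250/well) treated 48 h at 37C with compounds at 1:260 dilution of DMSO stock. Lysed, then beta-galactosidase activity read as FDG fluorescence (ex 480/em 540) after 30 min, with pre-read for autofluorescence.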
KCNH2 3.1 block – blocks the human KCNH2 3.1 channel isoform; AID 720553; activity change, % (tested at about 1.8 µM); 340,000 tested, 0.95% active; U2OS KCNH2 3.1, thallium flux FluxOr; active compounds read low;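 active = maximum activity change below -70%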;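 note: thallium influx rate constant from kinetic fluorescence after stimulation buffer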
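Kinetic fluorescence (2 min after stimulation buffer) measures Tl+ influx through KCNH2 3.1 expressed by viral transduction in U2OS cells; the rate constant is normalized against DMSO controls serving as positive and negative references.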
An asterisk follows results filed as active; [ ] = dose if it differs, or a comment. Unless noted, % is set by controls: 0 for no effect and ±100 for the full control effect.

SMILES	hERG WT inh	a7 integrin act	KCNH2 3.1 block
C[C@@H]1CN([C@H](C)CO)C(=O)CCCn2cc(nn2)CO[C@H]1CN(C)S(=O)(=O)c1ccccc1C#N	-3	6%	4
CC1CC(=O)c2cc(-c3ccccc3)oc2C1 (centres undefined)	-12	1%	9
O=C(Nc1nc(-c2ccc3c(c2)OCCO3)cs1)c1ccc(Br)o1	-11	-5%	-74*
CC1=C(C(=O)N(C)C)CC(CC(=O)NCc2cccc3ccccc23)C(=O)N1CCCN1CCCC1=O (centres undefined)	-18	-9%	-11
C[C@@H]1CN([C@@H](C)CO)C(=O)CCCn2cc(nn2)CO[C@H]1CN(C)C(=O)c1ccc2ccn(C)c2c1	-9	10%	-11
COc1cccc(CN(C)CC(=O)N2CCN(S(=O)(=O)c3ccccc3)CC2)c1	-2	-16%	-2
COc1ccc(CN(C)C[C@H]2OCCCC[C@@H](C)Oc3ccc(NC(=O)c4ccccc4)cc3C(=O)N([C@H](C)CO)C[C@@H]2C)cc1	10	-16%	1
C[C@H](CO)N1C[C@H](C)[C@@H](CN(C)S(=O)(=O)c2ccc(-n3cccn3)cc2)OCc2cn(nn2)CCCC1=O	7	19%	-26
COc1ccc(NC(=O)CCCOc2ccc(C(C)=O)cc2)cc1S(=O)(=O)N1CCCCC1	-2	-4%	7
Cc1cc2c(cc1C)N(C(=O)CCl)CC(=O)N2	6	-65%[inhibitor]	6
COC(=O)C1(C)CCCC2(C)C3CCC(C(C)C)C(CO)C3C(CO)CC12 (centres undefined)	9	-21%	7
CN(Cc1ccccc1)C(=O)c1[nH]cnc1C(=O)Nc1ccc(Br)cc1F	-16	3%	-8
O=C1c2ccccc2-c2ccccc2NC1O (centres undefined)	-9	-5%	3
C[C@@H]1CN([C@@H](C)CO)C(=O)CCCn2nncc2CO[C@@H]1CN(C)S(=O)(=O)c1ccc(-c2ccccc2)cc1	4	8%	8
C=C(C)C(=O)Nc1ccc2nn(-c3ccccc3O)nc2c1	4	-16%	-4
CN1CCN(C2CN(Cc3ccc([N+](=O)[O-])cc3)S(=O)(=O)C2)CC1 (centres undefined)	7	-4%	11
CC(C)CN(C(=O)C1=COCCO1)c1c(N)n(Cc2ccccc2)c(=O)[nH]c1=O	7	-12%	6
O=C(NCCNC(=O)c1ccc(-c2cccc(Cl)c2)o1)c1cnccn1	12	8%	9
CCCCN1C(=O)C(CC(=O)NCC2CCCCC2)CC(C(=O)N(CC)CC)=C1C (centres undefined)	6	-1%	-7
COc1ccc(NC(=O)[C@H](C)NS(=O)(=O)c2ccc(NC(C)=O)cc2)cc1Cl	-6	13%	1
c1ccc(OC2CCCCC2N2CCOCC2)cc1 (centres undefined)	2	16%	8
COc1ccccc1OCC(=O)Nc1ccc(C(=O)Nc2ccccc2C(=O)O)cc1	-6	25%	7
CN1C(=O)[C@H]2[C@@H](c3ccc(C(F)(F)F)cc3)N[C@]3(CCCN(Cc4ccc(Br)cc4)C3=O)[C@H]2C1=O	25	-27%	17
C[C@H]1CN([C@@H](C)CO)S(=O)(=O)c2ccc(Br)cc2O[C@@H]1CN(C)C(=O)Cc1cccnc1	2	1%	9
C[C@H](CO)N1C[C@H](C)[C@H](CN(C)S(=O)(=O)c2ccc(Oc3ccccc3)nc2)OCc2cnnn2CCCC1=O	-21	-21%	1
CC(C)OC(=O)N(C)C[C@@H]1OCc2cn(nn2)CCCC(=O)N([C@H](C)CO)C[C@H]1C	-18	14%	26
CC1(C)CC(=O)C=C(c2ccc(-c3cnn(Cc4ccccc4)c3)cc2)C1=O	0	0%	14
C[C@H](CO)N1C[C@H](C)[C@@H](CN(C)S(=O)(=O)c2ccc3ccccc3c2)OCc2cnnn2CCCC1=O	-10	-13%	8
CCCCN(C(=O)c1cccc(-n2cnnn2)c1)c1c(N)n(CCCC)c(=O)[nH]c1=O	-12	-19%	2
COc1ccc(NC(=O)C[C@@H]2C(=O)N(Cc3ccccc3)CC2(C)C)cc1	-6	6%	5
CCCCN1C(=O)C(CC(=O)NCC2CCCCC2)CC(C(=O)N2CCOCC2)=C1C (centres undefined)	-13	-3%	14
N#Cc1ccccc1NC(=O)C1CCCO1 (centres undefined)	-8	12%	10
N#Cc1ccccc1S(=O)(=O)N1CCN(Cc2cccs2)CC1	4	-1%	2
Cc1ccc(S(=O)(=O)N(C)C[C@@H]2OCc3cn(nn3)CCCC(=O)N([C@@H](C)CO)C[C@H]2C)cc1	5	-4%	8
CC(=O)Oc1ccc(N(C(C)=O)S(=O)(=O)c2ccccc2)c2ccccc12	-6	-19%	-2
CCOc1ccc(Nc2ccc(S(=O)(=O)N3CCOCC3)cc2[N+](=O)[O-])cc1	4	21%	3
COc1ccc(S(=O)(=O)Nc2ccc3c(c2)C(=O)N([C@@H](C)CO)C[C@@H](C)[C@H](CN(C)C(=O)CCCN(C)C)OCCCC[C@H](C)O3)cc1	-2	12%	16
CCC[C@H]1CN(c2ccccc2)C(=O)[C@@H]1CC(=O)Nc1ccc(OC)cc1	3	19%	-9
C[C@@H]1CN([C@@H](C)CO)C(=O)CCCn2nncc2CO[C@H]1CN(C)C(=O)c1ccncc1	-12	12%	7
CC1CCCCC12NC(=O)N(CC(=O)N1CCN(S(=O)(=O)c3ccc(Cl)s3)CC1)C2=O (centres undefined)	1	-7%	-11
NNC(=O)CN1C(=O)C2(OCCO2)c2ccccc21	26	15%	1
COCOCCn1cc(CN2CCS(=O)(=O)N(Cc3ccc(-c4ccc(OC)nc4)cc3)C(C(C)C)C2=O)nn1 (centres undefined)	-12	18%	-19
O=C(c1cccs1)N1C[C@H](n2cc(C3CC3)nn2)[C@@H](O)C[C@@H]1c1ccccc1	-1	15%	1
Cc1noc(NS(=O)(=O)c2ccc(NS(=O)(=O)c3ccc(C(C)(C)C)cc3)cc2)c1C	-14	-7%	3
O=C(O)c1cccc2c1C(=O)c1ccc(N3CCN(Cc4ccc5c(c4)OCO5)CC3)cc1S2(=O)=O	-1	20%	-6
CCN(CC)C(=O)C1=C(C)N(CCCN2CCCC2=O)C(=O)C(CC(=O)NC2CC2)C1 (centres undefined)	-3	-1%	13
O=C(OCc1ccccc1)N1CCC2CC1c1cc(/C=C/CCCSc3ncccn3)ccc12 (centres undefined)	-12	-3%	5
O=C(c1ccoc1)N1CCN(c2cc(-c3ccccc3)nc3cc(-c4ccccc4)nn23)CC1	1	-40%	-38
C[C@H](CO)N1C[C@H](C)[C@H](CN(C)Cc2ccc(Oc3ccccc3)cc2)Oc2cc(Br)ccc2S1(=O)=O	10	-55%[inhibitor]	-21
CC1(C)C2CCC(CN)C1C2 (centres undefined)	-7	-1%	2

Remaining list, next part
SMILES	hERG WT inh	a7 integrin act	KCNH2 3.1 block
O=C(Nc1ccccc1OC(F)F)c1ccc(N2CCCC2=O)cc1	11	18%	7
COc1ccc(C(=O)Nc2nc(CC(=O)NCc3c(F)cccc3F)cs2)cc1	-2	5%	7
O=C(Nc1ccn(CCCN2CCN(Cc3ccc(F)cc3)CC2)c(=O)n1)OCc1ccccc1	7	10%	-27
C[C@@H]1CN([C@H](C)CO)C(=O)CCCn2nncc2CO[C@H]1CN(C)C(=O)Nc1ccc(N2CCCCC2)cc1	-16	2%	-5
C#CCN(C[C@@H]1[C@@H](OC(=O)NC2CC2)[C@@H](OC(=O)NC2CC2)Cn2c(=O)n(CCCCCC)c(=O)n21)S(=O)(=O)c1ccc(C)cc1	1	3%	-10
Nc1ccn([C@@H]2O[C@H](CNCc3cccc(OC4CCCC4)c3)[C@@H](O)[C@H]2O)c(=O)n1	-2	8%	-8
COc1ccc(NC(=O)C[C@H]2C(=O)N(C3CCCCC3)C[C@@H]2C)cc1	-1	0%	16
CCCCCC(=O)N1C[C@@H](O)[C@H](n2cc(COC(=O)c3ccccc3)nn2)C[C@@H]1c1ccc(OC)cc1	11	-11%	-9
Cc1cc(N(C)C)cc(C)c1N=Nc1cc[n+]([O-])cc1	13	6%	-2
CCCC#Cc1ccc2c(c1)O[C@H](CN(C)C(=O)CC1CC1)[C@H](C)CN([C@@H](C)CO)S2(=O)=O	-4	-9%	-3
COc1ccc(NS(=O)(=O)c2ccc(C)c(C(=O)NCCCn3ccnc3)c2)cc1	-11	-9%	3
COc1ccc(CN2C(=O)C(CC(=O)NC3CCCCC3)CC(C(=O)N3CCOCC3)=C2C)cc1 (centres undefined)	2	16%	10
C[C@@H]1CN([C@@H](C)CO)C(=O)CCCn2cc(nn2)CO[C@H]1CN(C)C(=O)CCCN(C)C	-22	0%	-18
CCCCCCN1C[C@@H](O)[C@H](n2cc(C3CC3)nn2)C[C@@H]1c1ccc(Cl)cc1	-6	-8%	-21
C[C@@H]1CN([C@@H](C)CO)C(=O)CCCn2cc(nn2)CO[C@H]1CN(C)C(=O)OCc1ccccc1	13	11%	-5
N#CC(c1ccccc1)C(CC(=NO)c1ccccc1)c1ccccc1 (centres undefined)	-10	-15%	-21
CN(C)S(=O)(=O)n1cc(/C=C(\NC(=O)c2ccccc2F)C(=O)N2CCCCC2)c2ccccc21	-3	-20%	-10
O=C(COC(=O)CN1C(=O)c2ccccc2C1=O)Nc1ccccc1C(F)(F)F	1	2%	-1
O=C1NC2C3CC(c4ccccc43)C12 (centres undefined)	7	16%	-11
CN(C)S(=O)(=O)c1cccc(C(=O)N2CCN(S(=O)(=O)c3ccc4c(c3)OCCO4)CC2)c1	2	-1%	1

Among those listed so far, these contain a CF3 group.
SMILES	hERG WT inh	a7 integrin act	KCNH2 3.1 block
CN1C(=O)[C@H]2[C@@H](c3ccc(C(F)(F)F)cc3)N[C@]3(CCCN(Cc4ccc(Br)cc4)C3=O)[C@H]2C1=O	25	-27%	17
O=C(COC(=O)CN1C(=O)c2ccccc2C1=O)Nc1ccccc1C(F)(F)F	1	2%	-1

Quoted at random: 7 compounds from above, in no set order.
SMILES	hERG WT inh	a7 integrin act	KCNH2 3.1 block
C[C@@H]1CN([C@@H](C)CO)C(=O)CCCn2cc(nn2)CO[C@H]1CN(C)C(=O)OCc1ccccc1	13	11%	-5
CCCCCCN1C[C@@H](O)[C@H](n2cc(C3CC3)nn2)C[C@@H]1c1ccc(Cl)cc1	-6	-8%	-21
O=C1NC2C3CC(c4ccccc43)C12 (centres undefined)	7	16%	-11
C[C@@H]1CN([C@@H](C)CO)C(=O)CCCn2cc(nn2)CO[C@H]1CN(C)C(=O)CCCN(C)C	-22	0%	-18
COc1ccc(CN2C(=O)C(CC(=O)NC3CCCCC3)CC(C(=O)N3CCOCC3)=C2C)cc1 (centres undefined)	2	16%	10
COc1ccc(NS(=O)(=O)c2ccc(C)c(C(=O)NCCCn3ccnc3)c2)cc1	-11	-9%	3
CN(C)S(=O)(=O)n1cc(/C=C(\NC(=O)c2ccccc2F)C(=O)N2CCCCC2)c2ccccc21	-3	-20%	-10

Going on with the list.
SMILES	hERG WT inh	a7 integrin act	KCNH2 3.1 block
Cc1ccc(Cl)cc1N1C(=O)CC(Sc2ccccc2N)C1=O (centres undefined)	5	-27%	-8
CC1(C)CN(Cc2cccnc2)C(=O)[C@H]1CC(=O)Nc1ccc(Br)cc1	-9	8%	-12
COc1ccc(C(=O)Nc2ccc3nc4n(c(=O)c3c2)CCCCC4)cc1OC	-6	-25%	4
O=C(O)c1cccc(NC(=O)c2ccccc2NC(=O)c2cccs2)c1	5	-3%	6
CC1CC(C)CN(S(=O)(=O)c2ccc(F)c(C(=O)NC3CCCCC3C)c2)C1 (centres undefined)	-12	-1%	13
Cc1cccc(OCc2nnc(SCC(=O)NCc3ccc4c(c3)OCO4)o2)c1	-6	-15%	-5
O=S(=O)(Cc1nnnn1-c1ccc(Br)cc1)c1ccccc1	-2	-1%	-4
Cc1ccc(S(=O)(=O)N(C)C[C@@H]2Oc3ncc(Br)cc3C(=O)N([C@H](C)CO)C[C@H]2C)cc1	-7	10%	13
O[C@@H]1CN(CC2CCCCC2)[C@@H](c2ccc(Cl)cc2)C[C@H]1n1cc(C2CC2)nn1	-11	3%	-3
COc1ccc([C@H]2C[C@@H](O)[C@H](n3cc(-c4ccc(F)cc4)nn3)CN2C(=O)C2CCCCC2)cc1	-10	10%	1
COc1ccc2c(CC(=O)Nc3ccc4nc(N5CCOCC5)sc4c3)coc2c1	-8	6%	6
CCCCOC(=O)c1ccc(NC(=O)COC(=O)CN2C(=O)NC3(CCCC3)C2=O)cc1	-7	-12%	10
CN1CCCC1=Nc1ccccc1	20	-9%	8
CCCCCCNC(=O)O[C@]12C[C@@H](C(=O)OC)[C@@H](C(=O)OC)C[C@@]1(O)CN(S(=O)(=O)c1ccc(C)cc1)C2	13	-1%	-9
O=C(Nc1ccccc1Cl)c1ccccc1CC(O)(c1ccccc1)c1ccccc1	12	-5%	-15
Cc1ccc([C@H]2N[C@]3(CCCN(Cc4cccn4C)C3=O)[C@H]3C(=O)N(Cc4ccccc4)C(=O)[C@@H]23)cc1	-71*	-8%	-31
Cc1ccc(Cc2c(-c3ccc(Cl)cc3)nc3ccc(Cl)cn23)cc1	6	-5%	-11
COc1ccc([C@H]2C[C@@H](n3cc(C4CC4)nn3)[C@H](O)CN2Cc2cccs2)cc1	1	-5%	-1
COc1ncnc2c1ncn2CCCNCc1ccc2c(c1)OCO2	-1	1%	4
COc1ccc(NC(=O)COC(=O)c2ccc(S(=O)(=O)N3CCCCC3)cc2)c(OC)c1	14	8%	9

Only part of the results is shown. The share of hits here may be higher or lower than overall.
